Source: PubChem BioAssay
MITF TRPM1 HTS: activators of MITF-driven TRPM1 promoter reporter, primary screen, cell-based, SK-MEL-5, luciferase, single point; SK-MEL-5 TRPM1-promoter luciferase, 24 h; % of positive control, neutral wells = 0; activation, % at 12.5 µM; actives 0.75% (n = 300,000);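 active = mean activation of at least 80% with every replicate also reaching 80%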;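 note: 0% = neutral control wells and 100% = parthenolide positive control wells; values of inactives mirror those of a sister screen read the other way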
Wnt act: Wnt/beta-catenin pathway activators, primary screen, cell-based, plate reader, single point; actives 1.2% (n = 300,000); Wnt/beta-catenin reporter cell assay, activator; AID 743398, 2014; activation, % at 9.35 µM; in the data active = activation above about 30%, passing the limit was not always enough;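 note: 0% = neutral control wells and 100% = positive control wells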
Rtt109 Vps75: inhibitors of C. albicans Rtt109/Vps75 HAT, primary screen, biochemical, ThioGlo CoA-SH fluorescence, plate reader; AID 540336, 2011; actives 0.16% (n = 330,000); purified Rtt109/Vps75, 4 h; inhibition, % at 34.9 µM;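 active = inhibition of at least 50% in every replicate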
Target sequence (Q5AAJ8 whole entry, looked up): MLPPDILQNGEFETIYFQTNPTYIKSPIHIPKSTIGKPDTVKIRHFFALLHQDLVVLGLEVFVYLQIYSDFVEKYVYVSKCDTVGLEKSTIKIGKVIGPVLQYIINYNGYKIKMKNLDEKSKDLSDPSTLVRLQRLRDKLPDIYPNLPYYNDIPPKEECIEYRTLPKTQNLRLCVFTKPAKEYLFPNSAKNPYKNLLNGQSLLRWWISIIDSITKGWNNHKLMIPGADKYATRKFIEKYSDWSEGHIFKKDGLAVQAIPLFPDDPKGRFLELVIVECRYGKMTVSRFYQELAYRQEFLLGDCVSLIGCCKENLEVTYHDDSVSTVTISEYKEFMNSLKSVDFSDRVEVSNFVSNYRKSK
SR-BI DiI inh: inhibitors of SR-BI mediated HDL lipid uptake, primary screen, ldlA[mSR-BI] cells, fluorescence, single point | Scavenger receptor class B member 1 (Mus musculus), Q61009 | ldlA[mSR-BI] CHO cells, DiI-HDL uptake fluorescence, 3 h | inhibition, % at 12.5 µM | actives 0.96% (n = 320,000);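 active = mean replicate inhibition of at least 70% and a set share of replicates each scoring 70 or more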;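 note: 0% = median of neutral control wells and 100% = median of positive control wells; values of inactives mirror those of a sister screen read the other way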
CDK5 p35 inh: inhibitors of human CDK5/p35 kinase, primary screen, biochemical, single concentration; Recombinant CDK5/p35, ADP-Glo luminescence, 60 min; AID 488839, 2010; actives 0.01% (n = 330,000); inhibition, % at 10 µM;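 active = highest replicate inhibition of at least 50% and at least 75% of replicates reaching 50%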;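 note: plate controls were DMSO neutral control for no effect and GW8510 at 10 µM for full effect; many of its hits are not listed in these tables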
PvdQ acylase: P. aeruginosa PvdQ acylase inhibitors, primary screen, biochemical, fluorescence, plate reader and imaging, single point | PvdQ acylase [Pseudomonas aeruginosa LESB58] | purified PvdQ acylase | inhibition, % at 10 µM | actives 0.063% (n = 340,000) | AID 488965, 2010; in the data active = inhibition above about 30%, passing the limit was not always enough;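 note: 0% = vehicle neutral wells and 100% = reference inhibitor wells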
RTF Ca sens act: cardiac RTF calcium sensitivity activators, primary screen, biochemical, IANBD-TnC fluorescence, EC20 calcium. activation, % at 7.2 µM. Troponin I, cardiac muscle (Homo sapiens) + Troponin T, cardiac muscle (Homo sapiens) + …. actives 0.24% (n = 340,000). IANBD-labeled TnC RTF fluorescence at EC20 calcium; 0% EC20 calcium, 100% full calcium;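 active = activation above the mean over all tested compounds plus 3 SD, cut at about 30% in these data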;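 note: rise in fluorescence read as greater calcium sensitivity of cardiac thin filaments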
dFosB activator: activators of delta FosB homodimer, primary screen, biochemical, fluorescence polarization, TAMRA-CDK5 oligo, single point; AID 493131, 2011; activation, % at 25 µM; actives 0.99% (n = 340,000); Protein FosB (Mus musculus), P13346; purified delta FosB; percent of positive-control signal above neutral wells;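 active = mean activation above about 17%, with every replicate also reaching it, limit read from the data, passing the limit was not always enough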;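 note: fluorescence polarization rise as delta FosB binds a TAMRA Cdk5 AP-1 oligo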
Target sequence (P13346 whole entry, looked up): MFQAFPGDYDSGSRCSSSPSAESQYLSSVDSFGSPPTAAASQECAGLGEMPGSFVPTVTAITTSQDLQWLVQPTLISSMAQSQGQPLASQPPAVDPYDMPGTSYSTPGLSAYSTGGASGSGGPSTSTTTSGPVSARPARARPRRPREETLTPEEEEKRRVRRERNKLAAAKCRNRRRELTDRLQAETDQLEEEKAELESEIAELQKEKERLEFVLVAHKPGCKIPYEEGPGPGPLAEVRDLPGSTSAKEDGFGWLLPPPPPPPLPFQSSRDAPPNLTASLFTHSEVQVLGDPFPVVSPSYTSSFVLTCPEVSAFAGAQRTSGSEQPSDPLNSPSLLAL
SR-BI DiI-HDL act: activators of SR-BI mediated DiI-HDL uptake, primary screen, ldlA[mSR-BI] CHO cells, DiI fluorescence | 3 h; 100 = double the neutral-control signal | activation, % at 12.5 µM | actives 0.096% (n = 320,000) | AID 504775, 2011;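 active = mean replicate activation of at least 60% and every replicate at or above 60%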;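 note: 0% = median plate neutral-control signal and 100% = twice that signal; values of inactives mirror those of a sister screen read the other way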
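Test system: SR-BI-overexpressing, LDLR-lacking CHO cells. Measured by: DiI fluorescence, bottom read. Medium: Ham's F12 with 0.5% BSA, HEPES 25 mM, pH 7.4. Timing: 3 h uptake period with compound, 37 °C.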
HTR5A ag ctr: HTR5A agonists in luminescence cell assay, primary screen, counter-screen for OPRM1-OPRD1 heterodimer agonist project, full-deck HTS | 5-hydroxytryptamine receptor 5A (Homo sapiens), P47898 | cell-based | activation, % at 9.3 µM | actives 0.61% (n = 340,000) | AID 504692, 2011; in the data active = activation mostly above about 9.5%, no sharp cut-off; inactive = mostly below about 7.6%;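 note: 0% = cells with vehicle only and 100% = reference agonist; strong numbers were not always called active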
Active calls of the source: *; . = no result given.

1	COc1ccc2c(CC(=O)N[C@@H](Cc3ccccc3)C(=O)O)cc(=O)oc2c1
2	COc1ccc(/C=N/n2c(SC)nnc2-c2ccccc2)cc1C
3	COc1ccc(S(=O)(=O)N2CCC(C(=O)N(CC(C)C)C3CCS(=O)(=O)C3)CC2)cc1OC (stereo not given)
4	COc1cc(Cl)c(C)cc1NC(=O)CSC
5	Cc1cccc(C)c1-n1cccc1/C=C1/C(=N)N2C(=NC1=O)SN=C2S(C)(=O)=O
6	CCOC(=O)Cn1c(CN(Cc2ccccc2)Cc2ccccc2)nc2c1c(=O)n(C)c(=O)n2C
7	Cc1ccc(S(=O)(=O)N2CCCC(C(=O)NCc3ccc4c(c3)OCO4)C2)cc1 (stereo not given)
8	COc1ccccc1N1CCN(S(=O)(=O)c2ccc(-n3cnnn3)cc2)CC1
assay / entry | 1 | 2 | 3 | 4 | 5 | 6 | 7 | 8
CDK5 p35 inh | -0.4 | 0.2 | 0.8 | 2.1 | 1.0 | -0.7 | -0.5 | -1.2
PvdQ acylase | -17 | -6 | -7 | -9 | -13 | -6 | -6 | -10
Wnt act | 0 | . | -3 | -2 | -6 | . | -2 | -2
SR-BI DiI-HDL act | 0 | -24 | 11 | . | 22 | -12 | 22 | 2
RTF Ca sens act | -3 | -6 | 0 | -3 | 1 | 2 | 6 | 4
SR-BI DiI inh | 0 | 24 | -11 | . | -22 | 12 | -22 | -2
Rtt109 Vps75 | -6 | -6 | -2 | -7 | 3 | -9 | 1 | -9
MITF TRPM1 HTS | -10 | -14 | -13 | -2 | 3 | -7 | -5 | -7
HTR5A ag ctr | 1 | -4 | 0 | 5 | -6 | -3 | -3 | 2
dFosB activator | -5 | -6 | -2 | -3 | -5 | 0 | -11 | -1

9	CCN(CC)C(=O)[C@H]1C[C@H](CC(=O)NC/C=C(\C)CCC=C(C)C)C(=O)N2CCc3c([nH]c4ccc(Cl)cc34)[C@]12C
10	Cc1cn(CC2COC(C)(C)O2)c(=O)[nH]c1=O (stereo not given)
11	O=C1C(c2ccccc2)=[N+]([O-])c2ccccc21
12	CCn1cc(C(=O)NCC2COc3ccccc3O2)c2cc(OC)c(OC)cc2c1=O (stereo not given)
13	Cc1cccc(NC(=O)c2cccc(N3C(=O)C4C5C=CC(C6CC56)C4C3=O)c2)c1 (stereo not given)
14	COc1ccccc1N1CCN(C2CCCN(C(=O)CCc3c(C)noc3C)C2)CC1 (stereo not given)
15	CCCCNC(=O)CN(CCc1ccccc1)S(C)(=O)=O
16	CCOC(=O)C1/C(=N\O)CC(C)(O)C(C(=O)OCC)C1c1ccc(N(C)C)cc1 (stereo not given)
assay / entry | 9 | 10 | 11 | 12 | 13 | 14 | 15 | 16
CDK5 p35 inh | 0.7 | -0.7 | -0.1 | -0.8 | -1.2 | 0.8 | -0.7 | 1.1
PvdQ acylase | -4 | 9 | 3 | -10 | -18 | 9 | -17 | 8
Wnt act | -1 | . | 17 | -3 | 1 | 1 | . | .
SR-BI DiI-HDL act | -29 | 8 | 9 | -20 | -16 | -29 | 4 | 35
RTF Ca sens act | -1 | -1 | 9 | -1 | 2 | 1 | 4 | -2
SR-BI DiI inh | 29 | -8 | -9 | 20 | 16 | 29 | -4 | -35
Rtt109 Vps75 | -3 | -2 | 14 | 13 | 5 | -15 | -11 | -6
MITF TRPM1 HTS | -18 | 0 | 10 | . | -19 | 24 | 6 | 2
HTR5A ag ctr | 4 | 1 | 0 | -1 | -2 | 6 | -1 | -8
dFosB activator | -6 | -5 | 2 | -6 | -5 | -6 | 5 | -7

17	COc1ccc(CN=C(Nc2ccccc2)SC2CC(=O)NC2=O)cc1 (stereo not given)
18	CC(=O)Nc1sc2c(c1C(N)=O)CCN(Cc1ccccc1)C2
19	Cc1cc(=O)[nH]c(N/N=C/c2ccc(O)c(O)c2)n1
20	Cc1cc(C(=O)Nc2cccc3ccccc23)n(-c2ccccc2)n1
21	NS(=O)(=O)c1ccc(NC(=O)CSC2CCCCC2)cc1
22	O=C(COc1ncnc2ccccc12)N1CCN(c2ccccc2)CC1
23	COC(=O)[C@@]1(Cc2ccccc2)[C@H]2C(=O)N(Cc3ccccc3)C(=O)[C@H]2[C@H]2CN=C(SCc3ccc(Cl)cc3)N21
24	O=C(CCN1C(=O)C2C3C=CC(C3)C2C1=O)Nc1nccs1 (stereo not given)
assay / entry | 17 | 18 | 19 | 20 | 21 | 22 | 23 | 24
CDK5 p35 inh | 1.2 | 0.2 | -0.2 | -1.2 | -1.9 | 1.1 | 0.4 | -4.0
PvdQ acylase | 3 | 3 | 1 | -8 | -5 | 3 | -18 | -21
Wnt act | 2 | -1 | -2 | 0 | 4 | 0 | -2 | .
SR-BI DiI-HDL act | 12 | . | 5 | 13 | 11 | 22 | 1 | 8
RTF Ca sens act | 1 | 1 | 4 | -4 | -1 | -2 | 3 | 2
SR-BI DiI inh | -12 | . | -5 | -13 | -11 | -22 | -1 | -8
Rtt109 Vps75 | 16 | 12 | -19 | -2 | 1 | 5 | 3 | -5
MITF TRPM1 HTS | 12 | -1 | 36 | -6 | . | -11 | -2 | 1
HTR5A ag ctr | 0 | 1 | 0 | 5 | 11 | 3 | 1 | -3
dFosB activator | -6 | -4 | -1 | -10 | 1 | -11 | -7 | 5

25	O=C1c2ccccc2C(=O)N1CCCCCCN1C(=O)c2ccccc2C1=O
26	O=C(CSc1nnc(C2COc3ccccc3O2)o1)N1CCCCC1 (stereo not given)
27	Nc1ccc(S(=O)(=O)Nc2nccs2)cc1N=Nc1ccccc1[N+](=O)[O-]
28	CCCCc1nc2cc(Cl)ccc2o1
29	Cc1cccc(-n2c(SCC(=O)NCC3CCCO3)nc3ccccc3c2=O)c1C (stereo not given)
30	O=C(O)C1C2CCCCC2=C2CCCCC2C1C(=O)Nc1nccs1 (stereo not given)
31	COc1ccc(CCNC(=O)CSc2nc3[nH]ncc3c(=O)[nH]2)cc1OC
32	COc1ccccc1NC(=O)C(=O)N(c1cccnc1)C(C(=O)NC(C)(C)C)c1ccccc1F (stereo not given)
assay / entry | 25 | 26 | 27 | 28 | 29 | 30 | 31 | 32
CDK5 p35 inh | 0.3 | 0.1 | -2.0 | -0.5 | 0.7 | 0.6 | -0.2 | -0.8
PvdQ acylase | -13 | -12 | 1 | -7 | -4 | 0 | -8 | 3
Wnt act | 1 | 4 | 4 | -1 | 3 | -1 | 4 | -1
SR-BI DiI-HDL act | -7 | 6 | -17 | -34 | -3 | 25 | 22 | 25
RTF Ca sens act | 1 | 5 | -8 | 0 | -2 | -6 | -11 | -1
SR-BI DiI inh | 7 | -6 | 17 | 34 | 3 | -25 | -22 | -25
Rtt109 Vps75 | -11 | 2 | -5 | -12 | 0 | -2 | -2 | 6
MITF TRPM1 HTS | -10 | 25 | 2 | -9 | -9 | -5 | 0 | 9
HTR5A ag ctr | -2 | 4 | 1 | 0 | 7 | 4 | 1 | -4
dFosB activator | -2 | -6 | -10 | 1 | -7 | -8 | -2 | -13

33	N#C/C(=C\c1ccccc1)C(=O)N1CCC(C(N)=O)CC1
34	O=C(NNC(=O)c1ccccc1[N+](=O)[O-])c1ccccc1[N+](=O)[O-]
35	Cc1sc2nc(SC(C)C)nc(N)c2c1C
36	O=c1oc2ccccc2c(Nc2ccccc2)c1CN1CCCCC1
37	COc1ccc(NC(=O)Nc2nc3c(s2)CCCC3)cc1
38	CCN(CCO)c1nc(NCc2ccccc2)c2cnn(C)c2n1
39	CC(C)c1ccc(C2NC(=O)NC3=C2CCc2ccccc23)cc1 (stereo not given)
40	Cc1ccc(-n2nnc3c(=O)n(CC(=O)NCc4ccco4)cnc32)cc1
assay / entry | 33 | 34 | 35 | 36 | 37 | 38 | 39 | 40
CDK5 p35 inh | 0.7 | -2.4 | -1.9 | 0.8 | 0.5 | 0.1 | -1.4 | -0.1
PvdQ acylase | -2 | 8 | -1 | -8 | -14 | -3 | 0 | -16
Wnt act | 2 | -1 | . | -2 | 20 | -1 | . | 0
SR-BI DiI-HDL act | . | 14 | -14 | 3 | -14 | 0 | 15 | 13
RTF Ca sens act | 3 | 3 | 5 | -3 | 7 | 3 | -1 | 2
SR-BI DiI inh | . | -14 | 14 | -3 | 14 | 0 | -15 | -13
Rtt109 Vps75 | -12 | -1 | . | -7 | 10 | 0 | -6 | -7
MITF TRPM1 HTS | -6 | -17 | 16 | 15 | 77 | 7 | -3 | .
HTR5A ag ctr | 1 | 0 | -4 | 13 | 3 | -3 | 5 | 0
dFosB activator | -6 | 8 | -1 | -7 | -3 | -8 | -18 | 0

41	CC(=O)NC1=NN(C(C)=O)C(C)(CCS(=O)(=O)c2ccc(Cl)c(Cl)c2)S1 (stereo not given)
42	CCOC(=O)c1c(-c2cccs2)csc1NC(=O)CSc1ncn[nH]1
43	O=C(NCCc1ccco1)c1cc(COc2cccc(C(F)(F)F)c2)on1
44	COc1ccc(C(C)=O)cc1CSCC(=O)O
45	O=C1CSC(c2cn(-c3ccccc3)nc2-c2ccccc2)N1Cc1ccco1 (stereo not given)
46	COc1cc(NC(=O)CCCNC(=O)Cn2cnc3sc(C)c(C)c3c2=O)cc(OC)c1OC
assay / entry | 41 | 42 | 43 | 44 | 45 | 46
CDK5 p35 inh | -0.1 | 1.2 | -1.5 | -1.2 | 0.5 | 0.0
PvdQ acylase | -10 | -36 | -6 | -7 | 14 | -8
Wnt act | -1 | -3 | -2 | 1 | . | -1
SR-BI DiI-HDL act | 22 | -1 | 13 | 13 | 2 | -13
RTF Ca sens act | -4 | 0 | 4 | -1 | -4 | 8
SR-BI DiI inh | -22 | 1 | -13 | -13 | -2 | 13
Rtt109 Vps75 | 7 | -3 | -1 | -3 | 4 | -12
MITF TRPM1 HTS | -4 | -1 | -14 | -6 | -4 | -12
HTR5A ag ctr | -3 | 5 | 3 | -3 | 2 | -3
dFosB activator | -3 | 3 | -17 | -5 | -6 | -7
